Pf growth 96h – P. falciparum growth inhibition at 96 hours; P. falciparum luciferase reporter growth, 96 h; Potency, µM (doses to about 28.7 µM), without a hit: at the highest dose activity change, negative = inhibition, usual class: inhibitors; actives 6.9% (n = 320,000); note: potency is the fitted concentration of half-maximal effect; % is set by controls: 0 for no effect and ±100 for the full control effect
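Compounds incubated with erythrocytes infected by luciferase-expressing P. falciparum (2% hematocrit, 0.05% parasitemia final) for 96 hours, 37 C in 5% CO2. Growth inhibition scored as decreased luciferase luminescence.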
HCV inh – inhibitors of hepatitis C virus infection | Huh7.5.1 HCVcc-Cre infection, luciferase reporter, 44 h | Potency, µM (series often up to 41.8 µM), without a hit: at the top dose activity change, negative = inhibition, actives largely listed as inhibitors | actives 3.4% (n = 340,000); note: potency is the fitted concentration of half-maximal effect; % is set by controls: 0 for no effect and ±100 for the full control effect
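Infectious HCVcc-Cre (~0.5 moi) was added to cells just after compound, with cells seeded 4 h earlier at 1,000 per well. Luciferase activity after 44 h culture reported infection; substrate was incubated 15 min at room temperature before reading.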
Shiga inhibitor – Shiga toxin inhibition; Vero cells, Shiga toxin protein synthesis inhibition reporter; inhibition, % at 38.7 µM; actives 9.2% (n = 290,000); in the data active = inhibition mostly above about 28%, no sharp cut-off; inactive = mostly below about 43%; note: 0% is about no effect
Pf growth 48h – inhibits P. falciparum growth in the first generation, 48 h. actives 5.9% (n = 310,000). AID 504832. P. falciparum luciferase growth in erythrocytes, 48 h. Potency, µM (titrated, usually from 28.7 µM), for inactives: at the highest dose activity change, negative = inhibition, most hits filed as inhibitors; note: potency is the fitted concentration of half-maximal effect; % is set by controls: 0 for no effect and ±100 for the full control effect
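Luciferase-expressing P. falciparum in infected erythrocytes (2% hematocrit, 0.1% parasitemia final) in RPMI 1640/0.5% Albumax were exposed to compound for 48 hours at 37 C, 5% CO2; growth read as luminescence.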
Tb PYK inh – blocks Trypanosoma brucei pyruvate kinase; actives 0.12% (n = 410,000); Potency, µM (highest dose often 76.8 µM), inactives show top-dose activity, negative = inhibition, usual class: inhibitors; AID 624173; TbPYK enzyme, Kinase-Glo Plus ATP luminescence, 45 min; note: potency is the fitted concentration of half-maximal effect; % is set by controls: 0 for no effect and ±100 for the full control effect; nearly all actives have a fitted effect of over 50% in size
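Assay buffer: 50 mM TEA pH 7.2, 100 mM KCl, 10 mM MgCl2, 0.05% BSA, 0.01% Tween-20. Pyruvate kinase from T. brucei plus substrate met compound, then ADP (130 uM final). Luminescence was read post 45 min RT.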
LmPK inh – LmPK (Leishmania mexicana) enzyme inhibition. Q27686. purified LmPK, Kinase-Glo ATP luminescence, 1 h. Potency, µM (doses to about 57.5 µM), for the others: at the top dose activity change, negative = inhibition, hits mostly inhibitors. actives 0.37% (n = 290,000). AID 1721; note: potency is the fitted concentration of half-maximal effect; % is set by controls: 0 for no effect and ±100 for the full control effect
Target sequence (Q27686 whole entry, looked up): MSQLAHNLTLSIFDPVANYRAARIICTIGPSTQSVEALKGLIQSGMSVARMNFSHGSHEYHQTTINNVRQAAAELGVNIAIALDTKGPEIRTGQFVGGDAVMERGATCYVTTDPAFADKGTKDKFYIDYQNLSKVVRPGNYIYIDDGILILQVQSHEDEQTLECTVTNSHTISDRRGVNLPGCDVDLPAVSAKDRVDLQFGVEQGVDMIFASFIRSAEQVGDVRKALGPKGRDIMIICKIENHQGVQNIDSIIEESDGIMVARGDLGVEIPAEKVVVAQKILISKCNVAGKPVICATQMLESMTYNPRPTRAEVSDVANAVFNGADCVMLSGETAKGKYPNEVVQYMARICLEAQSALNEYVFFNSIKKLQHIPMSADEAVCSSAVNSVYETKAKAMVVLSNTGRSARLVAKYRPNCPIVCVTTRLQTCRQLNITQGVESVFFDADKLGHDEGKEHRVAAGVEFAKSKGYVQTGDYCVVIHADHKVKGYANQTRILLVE
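0.1 nM LmPK, 0.5 mM PEP, 0.1 mM ADP; 50 mM imidazole pH 7.2, 7 mM MgCl2, 50 mM KCl; 1 h RT. Kinase-Glo luminescence readout, normalized to no-enzyme (full inhibition) and uninhibited wells.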
Cycloheximide cs – counter-screen for Shiga toxin inhibitors: cycloheximide protein synthesis inhibition | cell reporter, cycloheximide protein synthesis inhibition counterscreen | max response, % | actives 12% (n = 300,000); in the data active = max response mostly above about 13%, no sharp cut-off; inactive = mostly below about 14%; note: read at 38.3 µM for the half of the compounds with a filed dose; 0% is about no effect
Starred values were filed as active, the others as inactive; ? = inconclusive; . = not tested or not shown; & = joins results of further samples; [ ] = another dose, or the depositor's remark. Unless noted, calls come from the whole dose curve; as a rule, active = well fitted curve in the direction sought with a large enough effect; inconclusive = small, poorly fitted or top-dose-only effect, or another doubt; inactive = no such curve, though single readings can be large; an effect the other way counts as inactive or inconclusive.

1) CC(=O)c1c(C)[nH]c(C(=O)OCC(=O)N2CCN(S(=O)(=O)c3ccc(C)cc3)CC2)c1C
2) CCCCN(C)C(=O)c1nc2ccccn2c1CNCCCn1ncc2ccccc21
3) O=C(O)c1cccc2c1C(=O)N(Cc1ccccc1)C2
4) COc1cc(/C=N/NC(=O)c2nnn(-c3nonc3N)c2C(C)C)ccc1OCc1ccccc1
5) O=c1[nH]c(=O)n(-c2ccc(F)cc2)c2c1C(C(F)(F)F)(C(F)(F)F)N=C(c1ccc(F)cc1)N2
6) O=C1NC(=O)C2(Cc3cc([N+](=O)[O-])ccc3N3CCN(C(=O)c4ccccc4)CC32)C(=O)N1 (stereo unspecified)
7) Cc1csc2nc(NC(=O)c3ccccc3)sc(=O)c12
8) NC(=O)c1nsc(C(=O)N(c2ccccc2)C(C(=O)NC2CCCC2)c2ccc3ncccc3c2)c1N (stereo unspecified)

compound no. | 1 | 2 | 3 | 4 | 5 | 6 | 7 | 8
Pf growth 96h | 13µM* | -14% | -5% | 9.3µM* | 12µM* | 18% | 43%[activator] | ?
HCV inh | ? | ? | 6% | 14µM* | 13µM* | 6% | ? | ?
Shiga inhibitor | . | 25 | -6 | 29 | -8 | -13 | 26 | -2
Pf growth 48h | ? | -6% | ? | ? | ? | -13% | 62%[activator] | ?
Tb PYK inh | -3% | -2% | -4% | 1% | -5% | 1% | 0% | 0%
LmPK inh | . | 1% | -5% | 4% | -1% | 0% | 5% | 1%
Cycloheximide cs | . | -1 | 1 | 13 | 5 | -2 | 12* | -6

9) Nc1cccnc1Sc1ccc([N+](=O)[O-])cn1
10) COc1cc(CN2CCCCC2)ccc1OCc1ccccc1
11) Cc1cc(=O)oc2cc(OCC(=O)OCC(=O)Nc3ccccc3C(C)C)ccc12
12) COc1cccc(Oc2cncnc2-c2ccc(OC)cc2O)c1
13) Cc1ccccc1-n1c(SCc2ccccn2)nc2n[nH]c(C)c2c1=N
14) CCN(CC)S(=O)(=O)c1ccc(=O)n(CC(=O)N2Cc3ccccc3CC2C(N)=O)c1 (stereo unspecified)
15) Cc1ccc(NC(=O)CCC(C(=O)O)N2C(=O)c3ccccc3C2=O)cc1 (stereo unspecified)
16) Cc1ccccc1N1C(=O)CC2(CCCC2)CC1=O

compound no. | 9 | 10 | 11 | 12 | 13 | 14 | 15 | 16
Pf growth 96h | 30%[activator] | ? | 35%[activator] | 80%[activator] | -1% | -5% | . | -15%
HCV inh | -4% | 4% | 7% | -21% | 11µM* | -4% | 22% | 26%
Shiga inhibitor | 14 | 56* | -3 | -9 | -3 | . | -2 | -13
Pf growth 48h | 24% | 16% | 17% | 5.2µM* | ? | -5% | 10% | 15%
Tb PYK inh | ? | 19% | -13% | -3% | -8% | -5% | 5% | -4%
LmPK inh | 1% | -5% | 2% | 1% | 3% | . | 5% | 9%
Cycloheximide cs | -3 | 32* | 0 | 2 | 3 | . | 2 | -3

17) COc1cc2ccccc2cc1C(=O)Nc1ccc(NC(=O)c2cccs2)cc1
18) CCn1cc(CNC(=O)c2ccc3nc(Cc4ccc(OC)cc4)oc3c2)cn1
19) O=C(NC1CCCCC1)C(c1ccc(F)cc1)N(Cc1ccco1)C(=O)Cn1nnc2ccccc21 (stereo unspecified)
20) Cc1c(NC(=O)C(C)OC(=O)COc2ccccc2)c(=O)n(-c2ccccc2)n1C (stereo unspecified)
21) COC(=O)c1ccc(NC(=O)CCS(=O)(=O)c2ccc3c(c2)NC(=O)C(C)S3)cc1 (stereo unspecified)
22) OCCCNc1ncnc2sc(-c3ccccc3)cc12
23) Cc1cc2cc(C)c(SCC(=O)NCc3ccco3)nc2cc1C
24) COC(=O)c1ccccc1OCC(=O)NC1CCCCC1

compound no. | 17 | 18 | 19 | 20 | 21 | 22 | 23 | 24
Pf growth 96h | ? | ? | . | -9% | -22% | 8% | 9% | .
HCV inh | ? | 10µM* | 6%&1% | 19% | -16% | ? | -4% | ?
Shiga inhibitor | 16 | 15 | -15 | -2 | -5 | 2 | -8 | 132*
Pf growth 48h | 12µM* | -9% | -20% | 50%[activator] | -14% | 0% | ? | 19%
Tb PYK inh | 4% | -7% | -8% | -7% | -14% | 3% | -2% | 7%
LmPK inh | 1% | 0% | 0% | -10% | 1% | 1% | -1% | 2%
Cycloheximide cs | -3 | 20* | -6 | 6 | -7 | 0 | -2 | 27*

25) O=Cc1cc2ccccc2nc1SCCCF
26) CCC1S/C(=N/C(=O)NC2CCCCC2)NC1=O (stereo unspecified)
27) COC(=O)c1ccc(COc2c(F)c(F)cc(F)c2F)o1
28) O=C(O)C1C2CCC(O2)C1C(=O)NCc1ccc(Cl)cc1 (stereo unspecified)
29) CCOC(=O)Cn1c(=O)c(-c2ccccc2NC)nc2ccccc21
30) CSCCC(NC(=O)C1CCC(C)CC1)C(=O)N1CCN(c2ccccn2)CC1 (stereo unspecified)
31) Cc1cccc(NC(=O)CCNC(=O)c2ccc(Br)cc2)c1
32) Cc1ccc(S(=O)(=O)c2cc3c(=O)n4ccccc4nc3n(CC3CCCO3)c2=N)cc1C (stereo unspecified)

compound no. | 25 | 26 | 27 | 28 | 29 | 30 | 31 | 32
Pf growth 96h | 0% | 0% | 19% | 31%[activator] | -26% | ? | 72%[activator] | -20%
HCV inh | -3% | 10% | 15% | 2% | 14% | -11% | ? | ?
Shiga inhibitor | 27 | 26 | -5 | -5 | -5 | -10 | 82* | 24
Pf growth 48h | ? | 103%[activator] | 14%[0.00184 µM] | 21% | . | -1% | 76%[activator] | 3%
Tb PYK inh | 1% | 7% | 13% | -4% | -3% | 4% | 1% | -7%
LmPK inh | -8% | -1% | 1% | 0% | 6% | -1% | 4% | 4%
Cycloheximide cs | 5 | 7 | -4 | -2 | -4 | -1 | 26* | -3

33) CCCNC(=O)COc1ccc2c(=O)c(Oc3ccccc3F)coc2c1
34) CCC(CC)C(=O)Nc1cccc(C(=O)N2CCCCCC2)c1
35) CN1C(=O)/C(=C2\SC(=S)N(CCCCCC(=O)O)C2=O)c2ccccc21
36) COC(=O)C(C(=O)Nc1cccc(C)n1)C1CCCCCC1 (stereo unspecified)
37) COc1cc(C(=O)Nc2cccc(-c3cn4cccnc4n3)c2)cc(OC)c1OC
38) CSCC[C@H](NC(=O)c1cccc([N+](=O)[O-])c1C)c1nc2ccccc2[nH]1
39) COc1ccc(CN2CCCC(C(=O)c3cccc(OC(C)C)c3)C2)cc1Cn1cccn1 (stereo unspecified)
40) Cc1csc(N(C(=O)c2cccc(S(=O)(=O)N(C)C)c2)c2ccccc2)n1

compound no. | 33 | 34 | 35 | 36 | 37 | 38 | 39 | 40
Pf growth 96h | ? | . | ? | 67%[activator] | ? | ? | -30% | 8.3µM*
HCV inh | -5% | -1% | -9% | -8% | -29% | 1% | 11µM* | 12%
Shiga inhibitor | 7 | -23 | -15 | 15 | 14 | -9 | -12 | 6
Pf growth 48h | -3% | 4% | -17% | 31%[activator] | ? | ? | 9.3µM* | -17%
Tb PYK inh | 0% | 1% | 4% | -1% | 3% | 0% | 4% | 5%
LmPK inh | -6% | -13% | -11% | 5% | -4%[11.5 µM] | 1% | -4% | 2%
Cycloheximide cs | 5 | -2 | -2 | 1 | 3 | 6 | 9 | 3

41) CCOC(=O)c1cc(C(C)(C)C)n(CCCN2CCOCC2)c1C
42) COc1ccc(C(=O)NC2CCCc3c2cnn3-c2cc(F)cc(F)c2)c(OC)n1 (stereo unspecified)
43) Cc1ccc(C(=O)Nc2ccc(S(=O)(=O)NC3=NCCCCC3)cc2)c(C)c1
44) Cc1ccc(N2C(=O)c3ccccc3NC2(C(=O)O)c2ccccc2)cc1Cl (stereo unspecified)
45) COc1ccccc1CNC(=O)c1cnc2ccccn2c1=O
46) CCCCCCC(=O)Nc1nc(C)c(-c2csc(Nc3cccc(OC)c3)n2)s1
47) O=C(c1cccc(Cl)c1)N1CCC(C(=O)N2CCN(Cc3ccccc3)CC2)CC1
48) Cc1ccc(NC(=O)c2cnn(-c3ccccc3)c2C)cc1

compound no. | 41 | 42 | 43 | 44 | 45 | 46 | 47 | 48
Pf growth 96h | ? | -1% | ? | 11% | ? | 7.4µM* | 170%[activator] | 133%[activator]
HCV inh | -16% | -22% | ? | 5% | 7% | ? | -29% | ?
Shiga inhibitor | -4 | -4 | . | 99* | 3 | 24 | -8 | .
Pf growth 48h | 0% | 24% | 39%[activator] | 95%[activator] | -7% | 5.2µM* | ? | 92%[activator]
Tb PYK inh | -1% | -8% | -4% | 6% | 1% | -2% | 5% | -14%
LmPK inh | 3% | 4% | . | 1% | 5% | -2% | -1% | 1%
Cycloheximide cs | -2 | 7 | . | 66* | -4 | -1 | 10 | 32*

Single records, from the list above. Values in the order: Pf growth 96h | HCV inh | Shiga inhibitor | Pf growth 48h | Tb PYK inh | LmPK inh | Cycloheximide cs
CCCCCCC(=O)Nc1nc(C)c(-c2csc(Nc3cccc(OC)c3)n2)s1 across the screens: 7.4µM* | ? | 24 | 5.2µM* | -2% | -2% | -1
COc1ccc(C(=O)NC2CCCc3c2cnn3-c2cc(F)cc(F)c2)c(OC)n1 (stereo unspecified) across the screens: -1% | -22% | -4 | 24% | -8% | 4% | 7
Cc1ccc(NC(=O)c2cnn(-c3ccccc3)c2C)cc1 across the screens: 133%[activator] | ? | . | 92%[activator] | -14% | 1% | 32*
CCOC(=O)c1cc(C(C)(C)C)n(CCCN2CCOCC2)c1C across the screens: ? | -16% | -4 | 0% | -1% | 3% | -2
Cc1ccc(C(=O)Nc2ccc(S(=O)(=O)NC3=NCCCCC3)cc2)c(C)c1 across the screens: ? | ? | . | 39%[activator] | -4% | . | .

More structures.
49) CC1CCCN(C(=O)CCCC(=O)N2CCCC(C)C2)C1 (stereo unspecified)
50) COc1cnc(-c2ccccc2)nc1Oc1ccc(C(C)(C)C)cc1
51) Cn1c(=O)cc(N)n(-c2ccccc2)c1=O
52) N#CCC(=O)N/N=C/c1ccc(Cl)cc1
53) C/C(=N\NC(=S)NC1CCCCC1)c1ccc(C#N)cc1
54) Cc1ccc(CCNC(=O)c2cc3c(s2)-c2ccccc2OC3)cc1
55) COc1cc(CNCc2cc(OC)c(OC)c(OC)c2)cc(OC)c1
56) CCCCN(C(=O)c1ccc([N+](=O)[O-])o1)c1c(N)n(CCCC)c(=O)[nH]c1=O

compound no. | 49 | 50 | 51 | 52 | 53 | 54 | 55 | 56
Pf growth 96h | -16% | ? | 23% | 173%[activator] | 0% | . | ? | ?
HCV inh | 25% | 0% | 11% | 15% | 8% | . | ? | 10%
Shiga inhibitor | -19 | 3 | -3 | -3 | 1 | -5 | 1 | .
Pf growth 48h | 1% | ? | 19% | 141%[activator] | -6% | . | -18% | 3%
Tb PYK inh | 4% | -12% | 1% | 2% | -6% | 4% | 8% | 4%
LmPK inh | -3% | 5% | 0% | 1% | -2% | . | 1% | .
Cycloheximide cs | 1 | 1 | -3 | -2 | -4 | 9 | -3 | .

High-throughput results (PubChem BioAssay)
